# GALK inhibitor: GALK (human) enzyme inhibition. 44,000 tested, under 10 active. recombinant GALK, Kinase-Glo ATP luminescence, 1 h. Potency, µM (titrated, usually from 57.5 µM), for the others: at the top dose activity, negative = inhibition, usual class: inhibitors. P51570;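 also: plate controls were full GALK reaction for no effect and reaction lacking GALK for full effect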
# Target sequence (P51570 whole entry, looked up): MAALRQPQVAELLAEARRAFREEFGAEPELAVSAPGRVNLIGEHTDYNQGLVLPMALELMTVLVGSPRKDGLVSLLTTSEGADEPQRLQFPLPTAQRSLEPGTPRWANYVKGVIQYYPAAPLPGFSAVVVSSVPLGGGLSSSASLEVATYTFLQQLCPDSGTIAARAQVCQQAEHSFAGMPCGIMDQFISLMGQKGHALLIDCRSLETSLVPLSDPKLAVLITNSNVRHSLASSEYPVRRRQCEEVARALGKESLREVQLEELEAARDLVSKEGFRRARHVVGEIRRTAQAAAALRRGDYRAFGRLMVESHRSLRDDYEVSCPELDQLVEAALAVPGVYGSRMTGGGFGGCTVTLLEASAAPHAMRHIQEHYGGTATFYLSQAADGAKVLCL
#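 Luminescent ATP-depletion readout (Kinase-Glo Plus) after 1 h room-temperature incubation of human GALK (5 nM) with galactose 100 µM and ATP 35 µM, pH 8.0 HEPES/Mg2+ buffer; compounds tested in qHTS format.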
# TSG101-PTAP inh: blocks PTAP binding to human TSG101, validation | Fluorescence polarization, FITC-PTAP peptide/Tsg101, 20 min | Potency, µM (top dose mostly 115 µM), for inactives: top-dose activity change, negative = inhibition, hits mostly inhibitors | AID 1347069 | 44,000 tested, under 10 active | Q99816; also: potency is read from the fitted curve at half-maximal effect; 0% is about no effect
# Target sequence (Q99816 whole entry, looked up): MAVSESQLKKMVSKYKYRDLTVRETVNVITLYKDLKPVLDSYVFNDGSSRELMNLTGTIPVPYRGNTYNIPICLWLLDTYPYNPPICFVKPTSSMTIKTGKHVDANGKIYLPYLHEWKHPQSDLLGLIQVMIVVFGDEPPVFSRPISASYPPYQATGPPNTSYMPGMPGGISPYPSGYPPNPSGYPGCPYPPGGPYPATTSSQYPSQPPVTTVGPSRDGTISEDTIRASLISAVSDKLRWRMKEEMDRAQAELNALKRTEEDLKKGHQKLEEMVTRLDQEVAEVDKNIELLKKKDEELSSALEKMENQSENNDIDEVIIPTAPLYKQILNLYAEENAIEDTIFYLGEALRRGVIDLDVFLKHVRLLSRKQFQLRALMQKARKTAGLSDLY
#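 Compounds pinned into 10 uM Tsg101 binding domain, then 50 nM FITC-PTAP peptide added in pH 7.5 HEPES buffer; FP read after 20 min, room temperature. Total S+P intensity flags fluorescent compounds; active cut-off <25 µM, efficacy <60%.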
# B2AR arrestin ag: ADRB2 beta-arrestin recruitment; Potency, µM (top dose mostly 46.1 µM), inactives show top-dose activation, actives largely listed as activators; P07550; HTLA Tango cells, beta-arrestin recruitment, luciferase luminescence, 18 h; AID 1347077; 44,000 tested, under 10 active;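 also: potency is read from the fitted curve at half-maximal effect; 0% = DMSO and full agonism = EC100 isoproterenol or metaproterenol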
#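 Tango cell line, 1% FBS DMEM; cpd titration up to 46 microM; 18 hr, 37 degrees C, 5% CO2. Luciferin/ATP substrate mix added, 15 min RT, luminescence. %Activity, CRC fitting, curve-class categorization.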
# FH mod: Identification of activators of human fumarate hydratase by quantitative high-throughput screening; hit rate 0.22% among 54,000; FH coupled MDH/diaphorase resazurin fluorescence, 15 min; Fumarate hydratase, mitochondrial (Homo sapiens), P07954; Potency, µM (titrated, usually from 79.9 µM), without a hit: top-dose activity change, negative = inhibition, actives largely listed as inhibitors; also: potency is read from the fitted curve at half-maximal effect; % is scaled to controls: 0 for no effect and ±100 for the full control effect; the screen sought activators but most active calls are inhibition curves; nearly all actives have a fitted effect of over 45% in size
# p53null 32C tox: kills p53 null cells at the permissive temperature. H1299-neo p53 null cells, ATP luminescence, 24 h, 32C. Potency, µM (highest dose often 46.1 µM), for inactives: at the highest dose activity change, negative = cytotoxicity, most hits filed as cytotoxic. hit rate 0.62% among 55,000. AID 903;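 also: potency is read from the fitted curve at half-maximal effect; 0% = DMSO only and -100% = full killing by 100 µM tamoxifen; nearly all actives have a fitted effect of over 55% in size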
#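 H1299-neo (p53-null) cells, 600/well, were pre-incubated overnight at 37C, then exposed to compounds at up to 46 uM for 24 hr at 32C. Viability was measured as ATP content by luminescence, and AC50 values came from Hill fits.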
# p53null 39C tox: selectivity test: cytotoxicity in p53 null cells, nonpermissive temperature; hit rate 0.97% among 55,000; H1299 p53-null (neo) cells, 39C, ATPlite viability, 24 h; Potency, µM (highest dose often 46.1 µM), for inactives: top-dose activity, negative = cell killing, most hits filed as cytotoxic;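 also: potency is read from the fitted curve at half-maximal effect; 0% = DMSO only and -100% = full killing by 100 µM tamoxifen; nearly all actives have a fitted effect of over 50% in size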
#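 H1299 lung cancer cells, p53-null (H1299-neo) or expressing p53 A138V (H1299-p53A138V), were plated overnight at 37C, then exposed to compounds at up to 46 uM for 24 hr at 39C. Viability was read by ATP-based luminescence.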
# NTMT1 inhibitor: inhibitors of human N-terminal methyltransferase NTMT1 | Q9BV86 | hit rate 2.5% among 59,000 | AID 1645870 | Potency, µM (top dose mostly 114 µM), for inactives: at the top dose activity change, negative = inhibition, actives largely listed as inhibitors | NTMT1 MTase-Glo SAH luminescence, purified enzyme;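 also: potency is read from the fitted curve at half-maximal effect; plate controls were DMSO vehicle for no effect and no enzyme for full effect; nearly all actives have a fitted effect of over 65% in size; many of its hits are not listed in these tables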
# Target sequence (Q9BV86 whole entry, looked up): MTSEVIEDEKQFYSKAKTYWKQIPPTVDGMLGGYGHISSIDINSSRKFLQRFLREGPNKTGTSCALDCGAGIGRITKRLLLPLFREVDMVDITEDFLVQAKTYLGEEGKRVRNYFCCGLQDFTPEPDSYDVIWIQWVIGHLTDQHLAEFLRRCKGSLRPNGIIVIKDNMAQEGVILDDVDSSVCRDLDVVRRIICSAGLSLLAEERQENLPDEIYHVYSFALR
# * = called active by the depositor; ? = inconclusive; · = no result given; [ ] = remark or other dose. Calls follow the shape of the dose curve; as a rule, active = well fitted curve in the direction sought with a large enough effect; inconclusive = small, poorly fitted or top-dose-only effect, or another doubt; inactive = no such curve, though single readings can be large; an effect the other way counts as inactive or inconclusive. Some of the compounds tested, so the mix of outcomes need not match the whole.
mol	GALK inhibitor	TSG101-PTAP inh	B2AR arrestin ag	FH mod	p53null 32C tox	p53null 39C tox	NTMT1 inhibitor
O=C(CSc1ncc2c(n1)-c1ccccc1N(Cc1ccccc1)S2(=O)=O)Nc1ccccc1	-1%	3%	0%	9%	-4%	-17%	-12%
CCN1CCN(c2ncc3c(n2)CCN(Cc2cccc(F)c2F)C3)CC1	1%	-5%	1%	10%	1%	-11%	10%
COc1cc(NC(=O)CSc2ccc(-c3sc(C)nc3C)nn2)cc(OC)c1	2%	-10%	0%	?	-17%	-10%	-2%
Cc1ccc(-c2nnc(Nc3ccc(O)cc3)c3ccccc23)cc1S(=O)(=O)NCC1CCCO1 (stereo unspecified)	-1%	-1%	1%	?	57%[activator]	-10%	1%
CCOC(=O)c1ccc(NS(=O)(=O)c2ccc(-c3cc(C)no3)cc2)cc1	2%	2%	0%	·	-8%	-6%	·
CCC(Sc1nc2ccccc2c2nc(CCc3c(C)n[nH]c3C)nn12)C(=O)Nc1ccc(F)cc1 (stereo unspecified)	3%	2%	-3%	-5%	-5%	-7%	10%
CCOc1ccc(-c2cc3nc(C4CCN(C(=O)OC(C)(C)C)CC4)c(C(=O)Nc4ccc(C(=O)OC)cc4)cn3n2)cc1	0%	-1%	1%	-10%	12%	6%	19%
CCN(CC)S(=O)(=O)c1ccc2c(c1)N(CC(=O)Nc1ccc(C)cc1C)C(=O)C1CCCN21 (stereo unspecified)	-3%	-7%	9%	-18%	1%	10%	-25%
CCOc1ccc(CCNC(=O)C2CC(=O)N(CCc3ccc(OC)c(OC)c3)C2)cc1OCC (stereo unspecified)	-1%	-7%	2%	-13%	-4%	-4%	2%
CCC(=O)N1CCc2cc(S(=O)(=O)NC(CC(C)C)C(=O)Nc3cc(C)ccc3OC)ccc21 (stereo unspecified)	2%	-2%	-2%	4%	2%	-7%	-5%

# The closing two compounds of the part above come first, to join the parts:
mol	GALK inhibitor	TSG101-PTAP inh	B2AR arrestin ag	FH mod	p53null 32C tox	p53null 39C tox	NTMT1 inhibitor
CCOc1ccc(CCNC(=O)C2CC(=O)N(CCc3ccc(OC)c(OC)c3)C2)cc1OCC (stereo unspecified)	-1%	-7%	2%	-13%	-4%	-4%	2%
CCC(=O)N1CCc2cc(S(=O)(=O)NC(CC(C)C)C(=O)Nc3cc(C)ccc3OC)ccc21 (stereo unspecified)	2%	-2%	-2%	4%	2%	-7%	-5%
CCCSc1ncc(Cl)c(C(=O)N(Cc2cccc(Cl)c2)C2CCS(=O)(=O)C2)n1 (stereo unspecified)	3%	-4%	1%	-21%	20%	1%	15%
CCc1ccc(-n2nc3cc(C)c(NC(=O)c4cc(Cl)ccc4OC)cc3n2)cc1	7%	-5%	1%	0%	7%	-17%	4%
COc1ccc(CCNC(=O)CSc2cc(=O)n(C)c3ccccc23)cc1OC	1%	-5%	1%	-8%	-3%	4%	-1%
COc1ccc2c(c1)c(=O)c(S(=O)(=O)c1ccc(F)cc1)cn2CC(=O)Nc1ccc(C)cc1C	-2%	-1%	0%	-3%	-8%	0%	16%
CCOC(=O)C1=C(CN(C)Cc2ccccc2)NC(=O)NC1c1ccc(OC)cc1 (stereo unspecified)	4%	-2%	2%	-17%	2%	-11%	3%
Cc1cccc(CNC(=O)CN2C(=O)CSc3c2c(C)nn3-c2ccccc2)c1	0%	2%	-1%	?	0%	-11%	-4%
CCc1ccc(CNC(=O)c2nn(-c3ccc(C)cc3)c(=O)c3c2c2ccccc2n3C)cc1	-3%	-4%	0%	-24%	4%	-9%	13%
FC(F)(F)c1cccc(-c2nnn3c2nc(NC2CCCCC2)c2ccccc23)c1	5%	4%	0%	?	-8%	?	16%
CCOC(=O)c1cc(C)n(CC2CCC(C(=O)Nc3ccc(C(=O)OC)cc3)CC2)c1C (stereo unspecified)	-2%	-1%	2%	·	6%	65%[activator]	·
Cc1ccc(NS(=O)(=O)c2ccc3c(c2)NC(=O)CCS3)c(Br)c1	-2%	-4%	0%	-11%	-11%	-21%	4%

# (listing goes on)
mol	GALK inhibitor	TSG101-PTAP inh	B2AR arrestin ag	FH mod	p53null 32C tox	p53null 39C tox	NTMT1 inhibitor
Cc1ccc(-n2ncc3c(N(CC(C)C)CC(C)C)ncnc32)c(C)c1	-1%	3%	-2%	-13%	26%	4%	-4%
Cc1ccc2c(c1C)NC(=O)CC2c1ccc(Cl)cc1Cl (stereo unspecified)	2%	2%	1%	-18%	32%[activator]	10%	-12%
CSc1ncc(C(=O)NCc2ccccc2F)c(-c2ccccc2)n1	0%	1%	-1%	13%	3%	-4%	-12%
O=C(CSc1nc(=O)[nH]c2c1CCC2)NCc1ccc(F)cc1	0%	0%	-2%	-4%	5%	-5%	2%
CCOc1ccc(CNC(=O)C2CCCN(c3nn4cc(-c5ccc(OC)cc5)nc4s3)C2)cc1 (stereo unspecified)	0%	2%	1%	-11%	-7%	-5%	11%
COc1cc(C(=O)Nc2ccc(-c3nc4ccccc4o3)c(O)c2)cc(OC)c1OC	0%	-5%	0%	6%	-7%	-2%	25%
CCc1nn(CC(=O)NC(C)CC)c(=O)c2cc3c(OC)cccc3n12 (stereo unspecified)	0%	2%	0%	-8%	8%	8%	14%
COc1ccc(Oc2nc3c(c(=O)n(Cc4ccc(Br)cc4)c(=O)n3C)n2C)cc1	4%	-4%	0%	-14%	-5%	0%	8%
COc1cc(NS(=O)(=O)c2ccc(NC(=O)c3ccc(OC)c(Br)c3)cc2)nc(OC)n1	-7%	-7%	-1%	?	3%	-7%	10%
Cc1ccc2oc(C(=O)Nc3ccc(S(=O)(=O)Nc4nc(C)cc(C)n4)cc3)cc(=O)c2c1	1%	-7%	0%	-8%	-7%	12%	-3%

# Other results.
mol	GALK inhibitor	TSG101-PTAP inh	B2AR arrestin ag	FH mod	p53null 32C tox	p53null 39C tox	NTMT1 inhibitor
CCCCOc1ccc(S(=O)(=O)n2nc(C)c(S(=O)(=O)N3CCCCCC3)c2C)cc1	-2%	-2%	0%	-6%	5%	-8%	5%
COc1ccc(CCNC(=O)Cn2nnc(-c3ccc(C(F)(F)F)cc3)n2)cc1OC	7%	1%	1%	6%	14%	11%	15%
O=C1COc2cc(S(=O)(=O)CCC(=O)N3CCN(c4ccccc4F)CC3)c(Cl)cc2N1	3%	2%	0%	-1%	-6%	-20%	9%
CCOC(=O)c1ccc(NC(=O)CSc2nccn2Cc2ccc(OC)cc2)cc1	5%	-1%	0%	?	-6%	80%[activator]	15%
CCOc1ccc(CCNC(=O)CCCn2c(=O)c3cccn3c3cccnc32)cc1	2%	1%	-1%	4%	-7%	-6%	-5%
Cc1ccc(N2CCN(C(=O)C3CCN(c4ncnc5c4nc4n5CCCCC4)CC3)CC2)c(C)c1	5%	-3%	0%	-3%	-5%	-10%	?
O=C(Nc1ccc(OC(F)(F)F)cc1)C1CCCN(S(=O)(=O)c2cccc3nonc23)C1 (stereo unspecified)	2%	23%	0%	-1%	-7%	-29%	5%
CN(C)c1ccc(-c2nc(-c3cc4cc(Cl)ccc4oc3=O)cs2)cc1	3%	-3%	-2%	10%	-9%	7%	4%
O=C(CSc1nc2c([nH]c3ccccc32)c(=O)n1-c1ccccc1)Nc1ccccc1F	4%	1%	-1%	12%	-6%	7%	1%
COCCNc1ncnc2c1cnn2-c1cc(Cl)ccc1C	-7%	-5%	-2%	23%	-8%	9%	-3%

# (continued)
mol	GALK inhibitor	TSG101-PTAP inh	B2AR arrestin ag	FH mod	p53null 32C tox	p53null 39C tox	NTMT1 inhibitor
Cc1ccc(C)c(Cn2cnc3c(cnn3-c3ccc(F)cc3)c2=O)c1	6%	-15%	-3%	-4%	-8%	-12%	1%
Cc1ccc(S(=O)(=O)N2CCN(Cc3cc(Br)ccc3O)CC2)cc1	-3%	-8%	0%	-12%	15%	18%	-22%
COc1cccc(-c2cc(C(=O)NCc3ccc(F)cc3)no2)c1	0%	-1%	0%	·	-4%	-20%	·
Cc1ccc(C)c(NS(=O)(=O)c2cc3c(cc2Cl)NC(=O)CO3)c1	3%	0%	1%	-3%	15%	31%[activator]	0%
CCc1ccc(CN2C(=O)c3ccccc3C2C(=O)NC2CCCCCC2)cc1 (stereo unspecified)	0%	-2%	1%	-6%	-1%	-18%	-10%
COC(=O)c1ccc(NC(=O)CN(Cc2ccccc2)S(=O)(=O)c2ccc(C)cc2)cc1	0%	1%	1%	·	4%	8%	·
COc1ccc(C)cc1NC(=O)c1ccc2c(c1)nnn2C1CCCC1	-1%	-2%	0%	-17%	-9%	?	-1%
COc1ccc(OC)c(CNS(=O)(=O)c2ccc3c(c2)oc(=O)n3C)c1	10%	-3%	0%	0%	0%	1%	8%
CCOc1cc(C2Nc3ccccc3-c3nnc(SCc4ccccc4)nc3O2)ccc1OC (stereo unspecified)	-2%	-1%	-2%	-12%	-8%	2%	20%
Cc1nn(-c2ccccc2)c(OC(=O)C(C)(C)C)c1Sc1ccccc1	1%	-1%	1%	-11%	-3%	7%	4%

# Following part.
mol	GALK inhibitor	TSG101-PTAP inh	B2AR arrestin ag	FH mod	p53null 32C tox	p53null 39C tox	NTMT1 inhibitor
Cc1ccc2c(c1)c1c(c(=O)n(Cc3ccccc3)c(=O)n1CC(=O)NCc1ccccc1Cl)n2C	6%	0%	1%	-3%	6%	20%	16%
Cc1cccc(N2CCN(C(=O)CN3C(=O)COc4ccc(S(=O)(=O)N5CCC(C)CC5)cc43)CC2)c1C	-12%	3%	1%	-3%	6%	-8%	10%
CCOc1ccccc1N(CC)C(=O)c1cc2c(=O)n(CC)c3ccccc3c2s1	-2%	-5%	0%	?	31%[activator]	?	-8%
COc1ccc(NC(=O)C2=CC(c3ccco3)=NS(=O)(=O)N2C)cc1	1%	2%	9%	2%	-6%	14%	7%
CCc1cccc(NC(=O)CSc2nccn2C)c1	-3%	-1%	1%	-4%	-1%	-11%	-3%
Cc1c(Cl)cccc1NC(=O)C1CCCN(C(=O)c2cnn(-c3ccccc3)c2-n2cccc2)C1 (stereo unspecified)	5%	0%	-2%	-19%	14%	?	?
Cc1ccc(Cl)cc1NC(=O)N1CCC(CN2CCCCCC2)CC1	-3%	1%	0%	1%	-2%	3%	?
CCn1c(=O)c2cc(C(=O)Nc3cc(C)c(Cl)cc3OC)sc2c2ccccc21	7%	-4%	1%	-15%	8%	8%	6%
COc1ccc(NC(=O)Cn2c(=O)n(-c3ccc(Cl)cc3)c(=O)c3c(C)c(C(=O)N(C)C)sc32)cc1Cl	1%	0%	-1%	-15%	6%	5%	9%
CC(=O)c1cc(-c2ccc(F)cc2)n(CCC(=O)Nc2nc3c(C)cccc3s2)c1C	3%	4%	-1%	0%	2%	22%	1%
COc1cc(OC)cc(C(=O)Oc2c(Sc3ccccc3)c(C)nn2C(C)(C)C)c1	0%	-4%	0%	?	2%	23%	0%
Cc1cc2oc(=O)c(CC(=O)NCCc3ccccc3)c(C)c2c2occ(C(C)(C)C)c12	-3%	-1%	-2%	-27%	12%	-17%	-1%

# Compound activity from PubChem BioAssay.
